Bioassay records: PubChem BioAssay, National Center for Advancing Translational Sciences (NCATS)
SMN2 splice up – qHTS Assay for Enhancers of SMN2 Splice Variant Expression. HEK293 SMN2-luciferase splicing reporter, luminescence, 30-36 h. Potency, µM (highest dose often 46.1 µM), for inactives: at the top dose activity change, positive = activation, most hits filed as activators. actives 2.8% (n = 210,000). AID 1458, 2008; further: % of control where 0% means no effect; nearly all actives have a fitted effect of over 55% in size
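HEK293 cells carry an SMN2 minigene-luciferase reporter in which exon 7 inclusion puts luciferase in frame. Cells were seeded at 2000 cells/well, attached for 10-12 hours, then exposed to compounds for 30-36 hours at 37C before ONE-Glo luminescence.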
L3MBTL1 block – qHTS Assay for the Inhibitors of L3MBTL1; Lethal(3)malignant brain tumor-like protein 1 (Homo sapiens), Q9Y468; AlphaScreen L3MBTL1–H3K9me1 peptide binding; Potency, µM (highest dose often 57.1 µM), for inactives: at the highest dose activity, negative = inhibition, most hits filed as inhibitors; actives 0.66% (n = 230,000); AID 485360, 2010; further: on the % scale 0 is the no-effect control and ±100 the full control effect; nearly all actives have a fitted effect of over 60% in size
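Displacement of a biotinylated histone H3(1-15) peptide monomethylated at Lys9 (75 nM) from L3MBTL1 (50 nM) was measured by AlphaScreen after a 30 min room-temperature compound incubation; cefsulodin titration served as intraplate control.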
LMNA splice mod – qHTS Assay for Modulators of Lamin A Splicing; HeLa LMNA splicing GFP/RFP minigene ratio, 48 h; AID 1487, 2009; actives 0.01% (n = 200,000); Potency, µM (highest dose often 46.1 µM), for inactives: at the top dose ratio change, negative = inhibition, actives largely listed as inhibitors; active means well fitted inhibition curve with a large enough effect in the signal ratio, with a control signal flat, not every such curve was filed as active; inconclusive means small, poorly fitted or top-dose-only effect, or effect the other way, or a change in a side signal; the % refers to the signal ratio; further: on the % scale 0 is the no-effect control and ±100 the full control effect
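S3 HeLa stable clones carrying a lamin A-EGFP splicing minigene plus DsRed2 were seeded at 600 cells/well in Opti-MEM with 2% FBS, pin-dosed and incubated 48 h at 37°C. Acumen cytometry (488 nm) gave the GFP/RFP total-intensity ratio.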
Luc counter – Counterscreen for Luciferase (Kinase-Glo TM) Inhibition | Kinase-Glo luciferase, ATP luminescence, 8 min | Potency, µM (titrated, usually from 38.3 µM), without a hit: at the highest dose activity change, negative = inhibition, hits mostly inhibitors | actives 0.28% (n = 200,000); further: on the % scale 0 is the no-effect control and ±100 the full control effect; nearly all actives have a fitted effect of over 60% in size
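Recombinant Kinase-Glo luciferase, 10 uM ATP (linear range), luciferin; imidazole pH 7.2 / KCl / MgCl2 / Tween / BSA buffer; 8 min RT; luminescence.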
Tau fibril ThT – qHTS for Inhibitors of Tau Fibril Formation, Thioflavin T Binding. Microtubule-associated protein tau (Homo sapiens), P10636. recombinant tau K18 P301L (four-repeat tau fragment), heparin-induced fibrillization, ThT fluorescence. Potency, µM (doses to about 57.4 µM), inactives show top-dose activity, negative = inhibition, actives largely listed as inhibitors. actives 2.1% (n = 270,000). AID 1460, 2008; further: on the % scale 0 is the no-effect control and ±100 the full control effect; nearly all actives have a fitted effect of over 55% in size
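In this qHTS, human K18 P301L tau is incubated with compound and heparin for 6 hr at 37 C, and Thioflavin T fluorescence then reports fibril load.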
ALDH1A1 block – qHTS Assay for Inhibitors of Aldehyde Dehydrogenase 1 (ALDH1A1) | Purified ALDH1A1, NADH fluorescence, propionaldehyde substrate | actives 7.3% (n = 220,000) | Potency, µM (titrated, usually from 75.3 µM), without a hit: at the highest dose activity, negative = inhibition, most hits filed as inhibitors; active means well fitted inhibition curve with a large enough effect, not every such curve was filed as active; inconclusive means small, poorly fitted or top-dose-only effect, or another doubt; inactive means no such curve, though single readings can be large or run the other way;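 further: plate controls were no enzyme wells and a reference inhibitor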
RECQ1 inh – qHTS Assay for Inhibitors of RecQ-Like Dna Helicase 1 (RECQ1). Potency, µM (series often up to 57.3 µM), for the others: top-dose activity, negative = inhibition, actives largely listed as inhibitors. RECQ1 DNA unwinding, red fluorescence kinetic read. actives 0.54% (n = 240,000). ATP-dependent DNA helicase Q1 (Homo sapiens), P46063;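 further: plate controls were vehicle for no effect and no enzyme for full effect; nearly all actives have a fitted effect of over 30% in size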
Target sequence (P46063 whole entry, looked up): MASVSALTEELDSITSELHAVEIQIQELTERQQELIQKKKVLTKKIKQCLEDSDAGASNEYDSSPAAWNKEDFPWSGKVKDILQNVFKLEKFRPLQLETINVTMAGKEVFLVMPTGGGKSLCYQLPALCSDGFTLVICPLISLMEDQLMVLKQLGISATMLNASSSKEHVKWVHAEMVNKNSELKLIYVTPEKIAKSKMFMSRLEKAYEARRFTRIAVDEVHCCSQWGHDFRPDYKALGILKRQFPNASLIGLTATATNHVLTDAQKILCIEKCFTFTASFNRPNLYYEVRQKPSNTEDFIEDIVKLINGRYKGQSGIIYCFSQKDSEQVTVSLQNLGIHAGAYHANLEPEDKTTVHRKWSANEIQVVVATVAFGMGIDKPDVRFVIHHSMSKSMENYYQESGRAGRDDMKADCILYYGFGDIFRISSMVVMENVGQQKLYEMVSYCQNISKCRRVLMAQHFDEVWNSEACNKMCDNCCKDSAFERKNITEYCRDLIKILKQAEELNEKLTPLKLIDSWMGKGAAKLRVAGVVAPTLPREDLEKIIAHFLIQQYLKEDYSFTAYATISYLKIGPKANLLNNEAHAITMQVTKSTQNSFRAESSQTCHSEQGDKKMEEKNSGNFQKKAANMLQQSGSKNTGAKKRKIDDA
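RECQ1T1 50 nM; forked duplex (20 bp + 30-nt ss tails) 200 nM, ATP 2 mM final; pH 8.0, 2 mM MgCl2, 2.5 ug/ml poly(dI-dC); 15 min compound preincubation; discontinuous kinetic read over 2 h at RT.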
KDM4E inh – qHTS Assay for Inhibitors of Human Jumonji Domain Containing 2E (JMJD2E). Lysine-specific demethylase 4E (Homo sapiens), B2RXH2. JMJD2E catalytic domain, FDH-coupled NADH fluorescence (FDH is formaldehyde dehydrogenase). Potency, µM (highest dose often 57.1 µM), for the others: at the top dose activity change, negative = inhibition, hits mostly inhibitors. actives 1.6% (n = 230,000). AID 2147, 2009; active means well fitted inhibition curve with a large enough effect, not every such curve was filed as active; inconclusive means small, poorly fitted or top-dose-only effect, or another doubt; inactive means no such curve, though single readings can be large or run the other way;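 further: 0% = wells with enzyme and -100% = buffer wells without enzyme; nearly all actives have a fitted effect of over 50% in size; many of its hits are not listed in these tables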
Target sequence (B2RXH2 1-337 limits assumed): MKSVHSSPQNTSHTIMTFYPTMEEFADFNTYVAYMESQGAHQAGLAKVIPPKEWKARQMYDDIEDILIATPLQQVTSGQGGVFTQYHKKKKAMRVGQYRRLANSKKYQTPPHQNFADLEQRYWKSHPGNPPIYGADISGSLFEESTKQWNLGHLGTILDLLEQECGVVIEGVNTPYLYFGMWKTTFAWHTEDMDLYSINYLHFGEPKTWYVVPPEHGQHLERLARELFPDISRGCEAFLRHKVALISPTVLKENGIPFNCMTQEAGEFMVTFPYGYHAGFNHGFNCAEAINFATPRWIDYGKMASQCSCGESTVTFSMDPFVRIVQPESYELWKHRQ
An asterisk follows results filed as active; i = inactive; u = inconclusive; x = no result given; [ ] = dose if it differs, or a comment. Unless noted, the call rests on the fitted dose curve; in most records, active means well fitted curve in the direction sought with a large enough effect; inconclusive means small, poorly fitted or top-dose-only effect, or another doubt; inactive means no such curve, though single readings can be large; an effect the other way counts as inactive or inconclusive. Potency means the concentration at half of the fitted maximal effect.

1. Cc1ccccc1C(=O)Nc1ccc(C(=O)N/N=C/c2ccncc2)cc1
2. CC1(C)CC(=O)C2=C(C1)N=C1SCCC(=O)N1C2c1ccc(C(F)(F)F)cc1 (configuration not stated)
3. CCn1cc(/C=N/NS(=O)(=O)c2ccc(C)cc2)c(C)n1
4. Cc1[nH]n(-c2ccccc2)c(=O)c1N=Nc1ccc2c(c1)OCCO2
5. CNC(=S)N1CCN(CCNC2=CC(=O)CC(C)(C)C2)CC1
6. COc1ccccc1OC(=O)CN1C(=O)c2ccccc2C1=O
7. CC(C)(C)C(=O)CSc1nnc(-c2cccs2)n1CC1CCCO1 (configuration not stated)
8. Cc1cccc2c1OCC/C2=N\NC(=O)COc1ccccc1Cl
assay / entry	1	2	3	4	5	6	7	8
KDM4E inh	-5%	8%	-4%	-8%	1%	12%	7%	0%
RECQ1 inh	-12%	i	i	-3%	15%	i	-2%	1%
ALDH1A1 block	u	1%	u	u	23%	u	-5%	-12%
LMNA splice mod	x	9%	2%	x	-9%[46 µM]	0%	13%	-11%
Luc counter	3%	2%	-1%	-1%	1%	-4%	-2%	-13%
Tau fibril ThT	u	-7%	2%	3.5µM*	-4%	-4%	-4%	-4%
SMN2 splice up	-23%	-10%	7%	18µM*	1%	-4%	-9%	22%
L3MBTL1 block	x	4%	x	u	16%	x	x	-3%

9. COCCNc1nc(SCc2ccccc2)nc2sc3c(c12)CCC3
10. Cc1c(C(=O)Nc2ccc(Br)cc2)cnn1C
11. CCCCNC(=O)CCCCCn1c(=O)[nH]c2cc(C(=O)OC)ccc2c1=O
12. COc1ccc(CCNC(=O)CCC2COc3ccccc3O2)cc1OC (configuration not stated)
13. CCOC(=O)C1=C(CS(=O)(=O)c2ccccc2)NC(=O)NC1c1ccc(OC)c(OC)c1 (configuration not stated)
14. Cc1cc(-c2ccccc2)nc(N2CCC(C(=O)NCc3ccccc3Cl)CC2)n1
15. Cc1ccc(S(=O)(=O)N(C)CC(=O)OCC(=O)N2CC(=O)Nc3ccccc32)cc1
16. CN(/N=C\c1ccc(O)c(O)c1)c1nc(-c2ccccc2)cc(-c2ccccc2)n1
assay / entry	9	10	11	12	13	14	15	16
KDM4E inh	1%	10%	u	7%	2%	-3%	-1%	2%
RECQ1 inh	-1%	i	-5%	-5%	-5%	-5%	i	-11%
ALDH1A1 block	-15%	15%	-10%	13µM*	3%	7%	5%	10%
LMNA splice mod	19%	-14%	7%[46 µM]	4%	x	6%	u	u
Luc counter	-2%	2%	-4%	-2%	x	3%	7%	-1%
Tau fibril ThT	u	-4%	-8%	7%	-2%	-3%	2%	1%
SMN2 splice up	-3%	13µM*	3%	-1%	x	28µM*	5%	-5%
L3MBTL1 block	0%	13%	-4%	-1%	12%	2%	-5%	-30%

Three compounds from above, ordered by SMILES length, descending:
2. CC1(C)CC(=O)C2=C(C1)N=C1SCCC(=O)N1C2c1ccc(C(F)(F)F)cc1 (configuration not stated)
16. CN(/N=C\c1ccc(O)c(O)c1)c1nc(-c2ccccc2)cc(-c2ccccc2)n1
8. Cc1cccc2c1OCC/C2=N\NC(=O)COc1ccccc1Cl
assay / entry	2	16	8
KDM4E inh	8%	2%	0%
RECQ1 inh	i	-11%	1%
ALDH1A1 block	1%	10%	-12%
LMNA splice mod	9%	u	-11%
Luc counter	2%	-1%	-13%
Tau fibril ThT	-7%	1%	-4%
SMN2 splice up	-10%	-5%	22%
L3MBTL1 block	4%	-30%	-3%

Further structures follow:
17. COc1ccc(OCC2c3cc(OC)c(OC)cc3CCN2C(=O)C(C)C)cc1 (configuration not stated)
18. CC1=C(C#N)C(Nc2ccc(Cl)cn2)(C(F)(F)F)C(=O)N1 (configuration not stated)
19. Cc1cccc(N2C(=O)CC(Sc3nc(C)c4c(n3)CCCC4)C2=O)c1 (configuration not stated)
20. NNC(=O)c1ccc2[nH]c3c(c2c1)CCCC3
21. CCCc1nc(-c2cc3ccc(C)cc3[nH]c2=O)no1
22. C/C(=N\O)C1CCCCC1
23. COC(=O)CSCC(=O)Nc1nnc(-c2cccc(C)c2)s1
24. COC(=O)c1ccc(C(=O)OC)c(NC(=S)N2CCN(C(=O)C3CCCO3)CC2)c1 (configuration not stated)
assay / entry	17	18	19	20	21	22	23	24
KDM4E inh	-3%	4%	-1%	31%[activator]	u	6%	-10%	u
RECQ1 inh	-5%	-8%	-1%	-8%	2%	-8%	-1%	-11%
ALDH1A1 block	-4%	0%	-19%	18µM*	u	x	u	x
LMNA splice mod	x	2%	-1%	u	-2%	x	u	x
Luc counter	-3%	4%	-6%	3%	-1%	x	2%	x
Tau fibril ThT	-13%	-6%	-9%	u	u	7%	2%	-8%
SMN2 splice up	6%	-1%	-16%	-34%[inhibitor]	17%	x	23%	x
L3MBTL1 block	x	-1%	-3%	x	4%	2%	x	3%

25. O=C(CNc1cccc2ccccc12)c1ccc([N+](=O)[O-])cc1
26. O=C1NC2(CCCCCC2)C(=O)N1CCS(=O)(=O)Oc1ccccc1
27. COc1cc(NC(=O)CN2CCN(c3ccccc3F)CC2)c(C)cc1[N+](=O)[O-]
28. CC1COc2ccccc2C1=O (configuration not stated)
29. CC(=O)Nc1ccc(S(=O)(=O)NC(CC(=O)NCCC2=CCCCC2)C(C)C)cc1 (configuration not stated)
30. Nc1cc(-c2ccco2)no1
31. Cn1c(N2CCOCC2)cc(=O)n(C)c1=O
32. O=C(N/N=C/c1ccccc1Br)c1ccc(CSc2cccc3cccnc23)cc1
assay / entry	25	26	27	28	29	30	31	32
KDM4E inh	u	u	10%	6%	-2%	u	9%	u
RECQ1 inh	-7%	-2%	-12%	1%	14%	-10%	-4%	-8%
ALDH1A1 block	u	-2%	-3%	2%	1%	4.5µM*	1%	u
LMNA splice mod	-4%	-2%[46 µM]	-3%	x	4%	17%	x	-11%
Luc counter	1%	0%	1%	-3%	-5%	-8%	-2%	19%
Tau fibril ThT	14µM*	1%	-2%	-5%	-12%	u	-4%	u
SMN2 splice up	17%	-9%	-13%	-3%	-2%	9%	x	-41%[inhibitor]
L3MBTL1 block	-20%	3%	-1%	x	-4%	-7%	-5%	x

Retrieved one by one from above, 3 records:
28. CC1COc2ccccc2C1=O (configuration not stated)
31. Cn1c(N2CCOCC2)cc(=O)n(C)c1=O
27. COc1cc(NC(=O)CN2CCN(c3ccccc3F)CC2)c(C)cc1[N+](=O)[O-]
assay / entry	28	31	27
KDM4E inh	6%	9%	10%
RECQ1 inh	1%	-4%	-12%
ALDH1A1 block	2%	1%	-3%
LMNA splice mod	x	x	-3%
Luc counter	-3%	-2%	1%
Tau fibril ThT	-5%	-4%	-2%
SMN2 splice up	-3%	x	-13%
L3MBTL1 block	x	-5%	-1%

The list goes on.
33. C[C@H](NC(=O)NCCc1ccccc1)C(=O)O
34. Cc1cc(C)n(-c2ccc(C(=O)Nc3cc(S(=O)(=O)N(C)C)ccc3Cl)cc2)n1
35. COC(=O)c1c(C)nn(-c2ccc(F)c(Cl)c2)c1-c1cc(C)on1
36. COc1ccc(-c2nc3n(n2)C(c2cccnc2)C(C(N)=O)=C(C)N3)cc1 (configuration not stated)
37. Cc1cc(Br)cc(C)c1OCCCCN(C)C
38. CC1=NNC(=O)/C1=C\c1cn(-c2ccccc2)nc1-c1ccc(Cl)cc1
39. Cc1c(-c2cc[n+]([O-])cc2)oc2ccc(Br)cc2c1=O
40. Cn1c(=O)c2c(nc(CN3CCC(C(N)=O)CC3)n2Cc2c(F)cccc2Cl)n(C)c1=O
assay / entry	33	34	35	36	37	38	39	40
KDM4E inh	1%	-2%	4%	3%	u	0%	u	-1%
RECQ1 inh	-1%	-1%	-11%	i	11%	-7%	i	0%
ALDH1A1 block	9%	u	u	7%	u	-2%	0%	u
LMNA splice mod	4%	-20%	x	9%	1%[0.0737 µM]	u	u	-2%
Luc counter	x	4%	x	-2%	2%	-1%	7%	-2%
Tau fibril ThT	9%	-6%	-15%	-10%	5%	u	-5%	0%
SMN2 splice up	x	-57%[inhibitor]	x	8%	x	-90%[inhibitor]	u	-11%
L3MBTL1 block	25%	13%	7%	0%	-10%	-4%	-6%	5%

41. O=C1NC(=NCc2ccccc2)S/C1=C\c1ccccc1
42. CSc1ccc(C#N)cc1NC(=O)c1ccccc1
43. N#Cc1cnn2c(N)c(-c3ccc(Cl)cc3)cnc12
44. O=C(Cn1cnc([N+](=O)[O-])c1)Nc1cc(Oc2ccc(Cl)cc2Cl)cc([N+](=O)[O-])c1
45. CN(C(=O)COC(=O)CNC(=O)c1sc2ccccc2c1Cl)c1ccccc1
46. O=C(CSC1=NCCS1)N1CCN(c2ccc(Cl)cc2)CC1
47. CCOC(=O)N1CCN(C(=O)CSCC(=O)Nc2nc(-c3ccc(Cl)s3)cs2)CC1
assay / entry	41	42	43	44	45	46	47
KDM4E inh	-3%	1%	u	3%	-9%	5%	1%
RECQ1 inh	4%	-7%	-16%	-7%	-10%	-9%	-8%
ALDH1A1 block	3%	-1%	u	-3%	u	0%	-7%
LMNA splice mod	-21%	17%[46 µM]	u	u	9%	u	u
Luc counter	-1%	-1%	0%	-2%	2%	-1%	3%
Tau fibril ThT	3%	-13%	-6%	u	-8%	u	u
SMN2 splice up	-5%	6%	1%	-117%[inhibitor]	8%	-61%[inhibitor]	-11%
L3MBTL1 block	1%	-1%	-5%	-21%	2%	3%	-20%

An excerpt. The share of hits here may be higher or lower than overall.
